Screening data: PubChem, National Center for Advancing Translational Sciences (NCATS)
POLB inh = blocks human DNA polymerase beta activity | Pol beta primer extension/strand displacement, fluorescence kinetic | AID 485314 | Potency, µM (top dose mostly 114 µM), for inactives: top-dose activity change, negative = inhibition, most hits filed as inhibitors | P06746 | 340,000 compounds, 1.3% hits; further: potency means the concentration at half of the fitted maximal effect; on the % scale 0 is the no-effect control and ±100 the full control effect
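Preincubation: enzyme (10 nM) with compound, 15 min, RT. Reaction: substrate added to 50 nM final. Reads: 0 and 10 min. Analysis: normalized, Hill fit.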
ERG-DNA inh = blocks human ERG Ets domain binding to DNA; Potency, µM (top dose mostly 76.9 µM), for the others: top-dose FP activity, negative = inhibition, hits mostly inhibitors; AID 624246; P11308; 370,000 compounds, 0.028% hits; fluorescence polarization, His-ERG Ets domain / labelled DNA; active means well fitted inhibition curve with a large enough effect in the polarisation, with a control signal flat; inconclusive means small, poorly fitted or top-dose-only effect, or effect the other way, or a change in a side signal; inactive means no such curve, though single readings can be large or run the other way; the % refers to the polarisation;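 further: polarization taken with two DNA probes labelled with fluorescein and Texas red; potency means the concentration at half of the fitted maximal effect; % of control where 0% means no effect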
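His-tagged ERG Ets domain (1 uM in the protein solution; 300mM KCl, 50mM Tris-HCl, 1mM EDTA, 1mM DTT, pH 7.5) received compound, then a probe mix of 5 nM fluorescein-DNA and 100nM Texas-615-DNA. Fluorescence polarization was read for both dyes.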
ALOX12 inh = ALOX12 (human) lipoxygenase inhibition. purified 12hLO, xylenol orange hydroperoxide absorbance. Potency, µM (series often up to 108 µM), without a hit: top-dose activity change, negative = inhibition, usual class: inhibitors. 580,000 compounds, 1.1% hits. AID 1671190; further: potency means the concentration at half of the fitted maximal effect; on the % scale 0 is the no-effect control and ±100 the full control effect
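Purified human 12hLO (150 nM final) in 25 mM Hepes, 0.01% Triton X-100, pH 7.0 was preincubated 15 min at room temperature with compound. Then 40 uM arachidonic acid was added, 30 min. Hydroperoxide was read by Fe-XO absorbance ratio 573/405 nm.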
APEX1 inh = inhibitors of human APE1 endonuclease; recombinant APE1, TAMRA/BHQ-2 abasic DNA cleavage fluorescence; Potency, µM (titrated, usually from 65.8 µM), for inactives: at the top dose activity change, negative = inhibition, most hits filed as inhibitors; P27695; 350,000 compounds, 0.35% hits;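 further: potency means the concentration at half of the fitted maximal effect; plate controls were vehicle for no effect and reference inhibitor for full effect; nearly all actives have a fitted effect of over 55% in size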
Target sequence (P27695 whole entry, looked up): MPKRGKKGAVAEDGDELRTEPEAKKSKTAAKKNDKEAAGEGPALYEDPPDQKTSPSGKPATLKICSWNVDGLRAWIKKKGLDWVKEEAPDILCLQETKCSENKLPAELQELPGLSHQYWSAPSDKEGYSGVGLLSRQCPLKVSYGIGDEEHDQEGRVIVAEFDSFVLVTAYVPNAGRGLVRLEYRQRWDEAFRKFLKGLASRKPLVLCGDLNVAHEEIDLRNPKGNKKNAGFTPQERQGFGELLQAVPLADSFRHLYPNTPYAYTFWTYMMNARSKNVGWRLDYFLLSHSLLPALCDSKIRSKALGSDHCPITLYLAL
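Incision of a quenched TAMRA/BHQ-2 THF abasic-site duplex (50 nM) by 0.75 nM APE1, after 15 min compound preincubation, measured as fluorescence increase over three 60 s reads. Values normalized to buffer, DMSO and NSC13755 control wells.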
Pol iota inh = DNA polymerase iota (human) inhibition; Q9UNA4; Pol iota fluorescent replication assay, 10 min; Potency, µM (doses to about 115 µM), without a hit: at the top dose activity, negative = inhibition, most hits filed as inhibitors; 390,000 compounds, 1% hits; further: potency means the concentration at half of the fitted maximal effect
Target sequence (Q9UNA4 whole entry, looked up): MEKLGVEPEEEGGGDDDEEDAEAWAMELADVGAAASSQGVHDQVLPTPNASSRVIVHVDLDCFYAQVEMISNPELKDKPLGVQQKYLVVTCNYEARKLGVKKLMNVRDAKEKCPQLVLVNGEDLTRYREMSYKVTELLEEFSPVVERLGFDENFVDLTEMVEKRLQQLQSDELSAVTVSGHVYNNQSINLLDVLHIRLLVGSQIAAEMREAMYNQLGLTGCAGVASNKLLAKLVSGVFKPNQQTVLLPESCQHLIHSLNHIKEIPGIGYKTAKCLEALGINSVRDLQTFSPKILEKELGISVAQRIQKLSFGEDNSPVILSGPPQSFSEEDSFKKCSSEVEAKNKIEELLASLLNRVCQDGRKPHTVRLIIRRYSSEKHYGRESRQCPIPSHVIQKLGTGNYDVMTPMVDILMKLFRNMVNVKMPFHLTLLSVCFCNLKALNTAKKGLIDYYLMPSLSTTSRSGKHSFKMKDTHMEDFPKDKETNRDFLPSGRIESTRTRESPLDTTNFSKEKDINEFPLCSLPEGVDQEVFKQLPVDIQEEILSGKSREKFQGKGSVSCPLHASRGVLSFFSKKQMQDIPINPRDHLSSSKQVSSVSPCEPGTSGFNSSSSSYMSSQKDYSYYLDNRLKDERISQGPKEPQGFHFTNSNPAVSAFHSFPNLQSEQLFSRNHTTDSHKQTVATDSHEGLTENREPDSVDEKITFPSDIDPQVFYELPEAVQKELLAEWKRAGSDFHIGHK
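Fluorescent replication assay read twice, at 0 min and 10 min after adding 50 nM (final) substrate. Enzyme (10 nM) and compounds were first incubated 15 min at room temperature; enzyme-free buffer wells were negative controls.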
Anesthetic bind = binds horse apoferritin like a general anesthetic; AID 485281; Potency, µM (top dose mostly 77.5 µM), for inactives: top-dose activity change, negative = displacement, hits mostly inhibitors; 350,000 compounds, 0.074% hits; apoferritin/1-aminoanthracene competitive binding, fluorescence; P02791; further: potency means the concentration at half of the fitted maximal effect; on the % scale 0 is the no-effect control and ±100 the full control effect; nearly all actives have a fitted effect of over 20% in size
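Probe: 1-aminoanthracene (50% saturated, PBS). Protein: horse-spleen apoferritin, 10 uM. Incubation: 10 min, room temperature. Detection: 380 nm excitation, 535 nm emission. Analysis: normalized response, four-parameter Hill.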
BLM inh = blocks DNA unwinding by human BLM helicase; 350,000 compounds, 0.2% hits; recombinant BLM DNA unwinding, fluorescence dequenching; P54132; Potency, µM (titrated, usually from 56.1 µM), for inactives: at the top dose activity change, negative = inhibition, hits mostly inhibitors;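 further: potency means the concentration at half of the fitted maximal effect; plate controls were vehicle for no effect and no enzyme for full effect; nearly all actives have a fitted effect of over 35% in size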
TRHR ag = agonists of human TRH receptor; P34981; TRHR cells, calcium flux fluo-8, FDSS agonist mode; activation, % at 2 µM; 360,000 compounds, 0.18% hits; AID 493084; in the data active means activation above about 30%; further: 0% is about no effect
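Fluo-8-loaded TRHR cells; 10 s baseline, compound added, kinetic Ca2+ fluorescence read 1/s, agonist mode.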
Pol kappa inh = blocks human DNA polymerase kappa activity. Potency, µM (top dose mostly 107 µM), for the others: top-dose activity, negative = inhibition, actives largely listed as inhibitors. AID 588579. purified Pol kappa, fluorescent DNA synthesis assay, 10 min. Q9UBT6. 400,000 compounds, 0.53% hits; further: potency means the concentration at half of the fitted maximal effect; on the % scale 0 is the no-effect control and ±100 the full control effect
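Enzyme at 10 nM met test compounds for 15 min at room temperature. Substrate addition (50 nM final) began the reaction, which was monitored by fluorescence at 0 and 10 min.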
Active calls of the source: *; ? = inconclusive; · = not tested or not shown; & = joins results of further samples; [ ] = dose if it differs, or a comment. Unless noted, the call rests on the fitted dose curve; in most records, active means well fitted curve in the direction sought with a large enough effect; inconclusive means small, poorly fitted or top-dose-only effect, or another doubt; inactive means no such curve, though single readings can be large; an effect the other way counts as inactive or inconclusive. The list is partial; the hit share may differ from the screen's.

SMILES	POLB inh	ERG-DNA inh	ALOX12 inh	APEX1 inh	Pol iota inh	Anesthetic bind	BLM inh	TRHR ag	Pol kappa inh
O=C(Nc1ccccc1)OC1CN=C(N[N+](=O)[O-])NC1 (stereo unspecified)	2%	-3%	11%	-2%	-4%	-4%	0%	1.1	2%
Cc1ccc2cc3c(ccc4ccccc43)c3c2c1CC3	·	·	5%	6%	·	-2%	·	·	-5%[19.4 µM]
CC1=CC(=C2C(=O)NC(=S)NC2=O)C=C(C(F)(F)F)N1Cc1ccccc1	0%	-4%	?	-1%	33%[activator]	-12%	-3%	0.2	1%
CC(Cc1cccs1)NCc1ccccc1 (stereo unspecified)	5%	4%	2%	14%	146%[activator]	-3%	-6%	-0.4	-5%
CCN1CCN(c2nc3ccccc3s2)CC1	?	4%	15%	2%	16%	-11%	-1%	0.0	1%
Nc1ccc(Cc2ccc(N)cc2)cc1	·	-4%	-6%	11%	-15%	·	·	·	-7%
CCCC(=O)O[C@@H]1[C@@H](C)[C@@]2(O)[C@@H](C=C(CO)C[C@@]3(O)C(=O)C(C)=C[C@@H]23)[C@@H]2C(C)(C)[C@]12OC(=O)CCC	·	·	·	-4%	·	4%	5%	·	14%[60.1 µM]
Cc1nc2ccccc2n1C1CCN(Cc2nnnn2CCc2ccccc2)CC1	2%	1%	?	-4%	9%	-14%	-20%	0.4	1%
O=c1c2ccccc2nc(CN2CCOCC2)n1-c1ccccc1F	1%	-1%	0%	5%	25%	-9%	-1%	-0.2	-7%
CCOP(=S)(OCC)OCCSCC	·	·	·	-2%	·	-3%	0%	·	16%[60.1 µM]
CCC(C)N1CCN(C(=O)COc2ccc3ccccc3c2)CC1 (stereo unspecified)	11%	-8%	?	33%	28%	-5%	2%	-0.6	-3%
CCCCCCn1c(O)c(C=NC2CCCCC2N)c(=O)[nH]c1=O (stereo unspecified)	5%	-5%	·	0%	39%[activator]	-21%	-3%	-0.5	-3%
CCNC(=O)NC(=O)C(C)OC(=O)c1c(C)nn(Cc2ccccc2Cl)c1Cl (stereo unspecified)	31%	0%	?	6%	25%	-10%	-1%	-0.1	-6%
O=c1c2ccccc2nc(-c2ccccc2)n1-c1cccnc1	33%	-2%	0%	1%	1%	-8%	-2%	0.6	-3%
COc1ccc(CNCCc2ccccc2F)c(OC)c1C	-6%	-12%	?	17%	-16%	-6%	5%	0.6	-2%
Cc1ccc2c(Cl)cc(Cl)c(O)c2n1	·	3%	?	0%&14%	154%[activator]	-11%&6%	-3%&3%	·	-17%
CCCOc1ccccc1NP(=O)(Oc1ccccc1)Oc1ccccc1	-13%	-4%	0%	11%	-8%	-2%	-8%	0.2	-18%
COC(=O)C(C)NC(=S)N1CC2C[C@@H](C1)Cn1c2cccc1=O (stereo partly specified)	48%	5%	-11%	32%	9%	1%	-2%	0.5	-13%
O=C(CN1CCCCC1)c1cccc(Br)c1	8%	-12%	-20%	-5%	14%	-5%	-5%	0.1	4%
CCc1ccccc1N1C(=O)NC(=O)/C(=C\c2cc(C)n(C)c2C)C1=O	8%	8%	?	?	51%[activator]	-5%	-6%	-0.5	-6%
O=C1CC(C(=O)N2CCC3(CC2)OCCO3)CN1CCc1ccccc1 (stereo unspecified)	22%	-4%	-3%	-4%	-10%	-3%	1%	1.1	2%
CCC(=O)CC(c1ccccc1)c1c(O)c2ccccc2sc1=O (stereo unspecified)	-2%	0%	0%	0%	-10%	-4%	2%	-0.3	-15%
Clc1ccc(N2CCN(Cc3ccccc3Cl)CC2)cc1	-8%	-18%	?	1%	-15%	-1%	-1%	0.0	2%
COc1ccc(F)cc1C(=O)C1CCCN(Cc2ccc(O)cc2)C1 (stereo unspecified)	0%	-5%	7%	-4%	126%[activator]	-21%	5%	0.7	-13%
COc1ccc(NC(=O)c2cccn(Cc3ccc(Cl)cc3)c2=O)c(OC)c1	21%	2%	?	·	-5%	123%[activator]	-8%	2.0	-5%[60.1 µM]
SMILES	POLB inh	ERG-DNA inh	ALOX12 inh	APEX1 inh	Pol iota inh	Anesthetic bind	BLM inh	TRHR ag	Pol kappa inh
Nc1ccc(CCN2CCN(c3cccc(C(F)(F)F)c3)CC2)cc1	-3%[57.1 µM]	1%	-11%&-5%	?	?	·	·	·	?
Cc1nn(Cc2ccccc2Cl)c(Cl)c1C(=O)OC(C(=O)NC(N)=O)C(C)C (stereo unspecified)	9%	0%	-15%	0%	20%	-3%	4%	-0.1	-9%
Cc1cc(C=C2C(=O)N(C)C(=S)N(C)C2=O)c(C)n1C1CCCC1	?	6%	12%	1%	3%	?	-12%	1.1	-12%
Cc1cc(C(=O)NP(=O)(N2CCOCC2)N2CCOCC2)c(C)n1C1CC1	2%	-7%	-15%	2%	-1%	-3%	-1%	0.0	-17%
C/C=C(/C)C(=O)OC1CC[C@]2(C)C3CCC4[C@]5(O)CC(O)[C@]6(O)C(CN7CC(C)CCC7[C@]6(C)O)[C@]5(O)C[C@@]42O[C@]13O (stereo partly specified)	·	·	·	15%	·	4%	-16%	·	-2%[60.1 µM]
CCN(CC)C(=O)c1ccc(NC(=O)c2cn(-c3ccccc3)nc2-c2ccc(OC)cc2)cc1	7%	-1%	?	-10%	-4%	-3%	-9%	0.4	-20%
COc1ccc(C)cc1NC(=O)c1c(C)nn(Cc2ccccc2)c1Cl	2%	2%	-12%	21%	37%[activator]	-4%	-2%	0.7	-10%
O=S1OCC2C(CO1)C1(Cl)C(Cl)=C(Cl)C2(Cl)C1(Cl)Cl (stereo unspecified)	·	·	·	-2%	·	-22%	-2%	·	-12%[60.1 µM]
CCN1C[C@]2(C)CC[C@H](O)[C@@]34C5C[C@@H]6[C@@H](OC)C[C@@](O)(C5[C@H]6O)[C@@H](CC23)[C@@H]14 (stereo partly specified)	·	·	-12%	6%&-1%	·	·	2%	·	4%&-7%[19.4 µM]
COP(=O)(OC)C(NS(=O)(=O)c1ccccc1)C(Cl)(Cl)Cl (stereo unspecified)	1%	1%	-3%	0%	176%[activator]	-11%	-1%	0.5	-8%
CN1CCN(c2ccc(N)cc2)CC1	4%	-4%	0%	-10%	3%	-14%	-11%	0.5	-10%
CCCn1nc2ccccc2c1P(=O)(N1CCOCC1)N1CCOCC1	-1%	4%	-18%	6%	246%	-5%	-2%	0.5	-11%
Cc1cccc(N2C(=O)NC(=O)/C(=C\c3cnc(-c4ccccc4)nc3)C2=O)c1	-5%	0%	?	6%	1%	-9%	-3%	-0.7	-9%
COc1ccc(NC(=O)CN2C3CCC2CC(O)(c2cccnc2)C3)cc1OC (stereo unspecified)	2%	0%	0%	-1%	3%	-20%	1%	-0.2	4%
CCn1c(=O)n(CC(=O)N2CCC3(CC2)OCCO3)c(=O)c2ccccc21	20%	-1%	0%	-4%	7%	-6%	0%	1.2	0%
CCOP(=S)(NN(Cc1ccccc1)C(=O)c1ccccc1)OCC	11%	-7%	-28%	-2%	24%	-13%	3%	0.0	-8%
COc1ccc(Br)cc1CNCCc1cccc(Cl)c1	-4%	1%	?	14%	10%	6%	4%	0.6	5%
CN1CCN(c2ccc([N+](=O)[O-])c(N3CCCCC3)c2)CC1	-1%	5%	-19%	0%	18%	-16%	-1%	2.3	-1%
Oc1cc2c(cc1CN1CCN(c3ccccc3)CC1)CCC2	4%	8%	0%	1%	4%	-13%	-5%	0.0	-9%
CN(C)c1cccc(C(=O)Nc2nc3ccc(S(=O)(=O)NC(C)(C)C)cc3s2)c1	1%	7%	-10%	·	-3%	63%[activator]	-6%	-0.1	-8%[60.1 µM]
O=C(O)CCn1cc(C=C2C(=O)NC(=S)NC2=O)c(-c2cc3ccccc3oc2=O)n1	-25%	58%[activator]	0%	2%	40µM*	?	-1%	1.2	?
O=C(c1cc([N+](=O)[O-])ccc1N1CCNCC1)N1CCOCC1	3%	0%	?	2%	42%	3%	-2%	0.9	-18%
Cc1ccc(C)c(OCc2cc(C(=O)N3C[C@H]4C[C@@H](C3)c3cccc(=O)n3C4)no2)c1	6%	-8%	-11%	-4%	19%	-17%	-2%	0.7	-11%
CCC[C@@](C)(COC(N)=O)COC(=O)NC(C)C	·	·	·	12%[21 µM]	·	-6%[29.3 µM]	4%[21.4 µM]	·	-7%[12 µM]
C[C@]12CCCCC1=CC(=O)C1C2CC[C@@]2(C)C1C[C@@H](F)[C@@H]2O (stereo partly specified)	·	-2%	-9%	·	19%	·	·	·	1%
CNS(=O)(=O)c1ccc(N=Cc2c(O)n(-c3ccccc3)c(=O)[nH]c2=O)cc1	0%	2%	-4%	-3%	-11%	-22%	-2%	0.6	-13%
COc1ccc(CN2CCCC(C(=O)c3cccc(Cl)c3)C2)cc1 (stereo unspecified)	4%	0%	-16%	8%	12%	-18%	-3%	-0.4	0%
C/C=C1/C[N@@+]2(C)CC[C@]34C(=C(C=O)[C@H]1C[C@H]32)Nc1ccccc14	·	·	-7%	3%	·	-1%	·	·	-3%[19.4 µM]
CCc1cccc(C)c1N(C(=O)CCl)C(C)COC (stereo unspecified)	·	·	·	14%	·	1%	-13%	·	-4%[60.1 µM]

Of the compounds above, these contain two or more sulfur atoms.
SMILES	POLB inh	ERG-DNA inh	ALOX12 inh	APEX1 inh	Pol iota inh	Anesthetic bind	BLM inh	TRHR ag	Pol kappa inh
CCOP(=S)(OCC)OCCSCC	·	·	·	-2%	·	-3%	0%	·	16%[60.1 µM]
CN(C)c1cccc(C(=O)Nc2nc3ccc(S(=O)(=O)NC(C)(C)C)cc3s2)c1	1%	7%	-10%	·	-3%	63%[activator]	-6%	-0.1	-8%[60.1 µM]
